GAA glycogen – alters human alpha-glucosidase cleavage of glycogen; 300,000 tested, 0.38% active; recombinant GAA, glycogen substrate, Amplex Red glucose oxidase fluorescence; Potency, µM (series often up to 76.4 µM), inactives show at the top dose activity change, negative = inhibition, actives largely listed as inhibitors; P10253;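 note: 0% = full enzyme reaction and -100% = no-enzyme basal signal; the screen sought inhibitors and activators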
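Recombinant human enzyme (4 nM); glycogen substrate; 37 C, 40 min, pH 5.0. Readout: coupled glucose oxidase/Amplex Red fluorescence.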
Epigenetic derep – regulators of epigenetic silencing causing reporter derepression in mouse cells; murine LDR cells, GFP reporter derepression, 30 h; 280,000 tested, 0.2% active; Potency, µM (titrated, usually from 53.9 µM), without a hit: at the highest dose GFP activation, hits mostly activators; AID 1865; note: % of control where 0% means no effect; nearly all actives have a fitted effect of over 60% in size
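GFP-positive cell count by laser-scanning cytometry (objects 20–120 um) after 30 h, 37 C compound exposure of murine LDR cells; reporter is CMV-GFP integrated at a silenced locus, inducible by HDAC or DNMT inhibitors.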
GLA spleen mod – alpha-galactosidase A (human) modulation | P06280 | human spleen homogenate, 4MU-alpha-Gal fluorescence, 40 min | Potency, µM (top dose mostly 80 µM), inactives show at the highest dose activity change, negative = inhibition, usual class: inhibitors | 240,000 tested, 0.008% active | AID 2107;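 note: 0% = enzyme with vehicle and -100% = no enzyme basal signal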
Target sequence (P06280 32-429 limits assumed): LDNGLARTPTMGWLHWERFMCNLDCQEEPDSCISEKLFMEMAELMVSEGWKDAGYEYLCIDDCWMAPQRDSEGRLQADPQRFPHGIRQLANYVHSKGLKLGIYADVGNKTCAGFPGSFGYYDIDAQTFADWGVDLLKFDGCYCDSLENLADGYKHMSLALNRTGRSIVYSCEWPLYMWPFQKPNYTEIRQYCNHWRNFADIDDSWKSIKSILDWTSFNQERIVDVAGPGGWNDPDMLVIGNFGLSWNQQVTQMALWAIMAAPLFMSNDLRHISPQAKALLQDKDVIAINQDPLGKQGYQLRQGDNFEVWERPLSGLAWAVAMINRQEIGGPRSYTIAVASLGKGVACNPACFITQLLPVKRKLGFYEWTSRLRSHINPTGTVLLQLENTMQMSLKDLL
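Spleen homogenate 1 ug + cpd (titration) + 4-MU-alpha-D-galactopyranoside 1 mM; 37C 40 min; 50 mM citrate/phosphate pH 5.0, 0.01% Tween-20; stop pH 10; fluorescence 365/440; AC50 via Hill.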
Tau fluor counter – counter-screen for tau fibril formation inhibitors. tau K18 P301L Alexa594 fluorescence, heparin fibrillization. Potency, µM (series often up to 57.7 µM), inactives show top-dose activity change, negative = decrease. AID 1463. 280,000 tested, 0.93% active; note: % is set by controls: 0 for no effect and ±100 for the full control effect; nearly all actives have a fitted effect of over 55% in size
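Human tau K18 P301L (15 uM unlabeled, 0.24 uM Alexa 594-labeled) in 100 mM sodium acetate pH 7 with 20 uM heparin, 6 hr at 37 C. ThT 30 uM added, 1 hr ambient; Alexa 594 FP and total fluorescence read at 555/632 nm.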
ALDH1A1 block – inhibitors of human aldehyde dehydrogenase 1A1; 220,000 tested, 7.3% active; P00352; Potency, µM (highest dose often 75.3 µM), inactives show top-dose activity, negative = inhibition, usual class: inhibitors; Purified ALDH1A1, NADH fluorescence, propionaldehyde substrate; AID 1030; active = well fitted inhibition curve with a large enough effect, not every such curve was filed as active; inconclusive = small, poorly fitted or top-dose-only effect, or another doubt; inactive = no such curve, though single readings can be large or run the other way;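 note: plate controls were no enzyme wells and a reference inhibitor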
Target sequence (P00352 whole entry, looked up): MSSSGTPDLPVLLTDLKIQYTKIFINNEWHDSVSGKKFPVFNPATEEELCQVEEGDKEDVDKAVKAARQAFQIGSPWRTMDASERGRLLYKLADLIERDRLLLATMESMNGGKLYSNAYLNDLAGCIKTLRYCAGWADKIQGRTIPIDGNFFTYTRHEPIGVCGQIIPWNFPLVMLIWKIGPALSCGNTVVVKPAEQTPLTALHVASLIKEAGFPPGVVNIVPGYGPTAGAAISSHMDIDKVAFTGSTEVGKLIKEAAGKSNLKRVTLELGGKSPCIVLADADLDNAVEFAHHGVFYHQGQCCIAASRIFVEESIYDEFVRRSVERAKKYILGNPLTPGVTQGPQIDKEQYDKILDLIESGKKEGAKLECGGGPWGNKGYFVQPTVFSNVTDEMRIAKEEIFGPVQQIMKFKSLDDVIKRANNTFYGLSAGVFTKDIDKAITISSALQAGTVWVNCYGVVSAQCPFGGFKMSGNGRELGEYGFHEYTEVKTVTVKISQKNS
NPSR antagonist – antagonists of human neuropeptide S receptor cAMP signaling; Q6W5P4; CHO-NPSR cells, cAMP TR-FRET, antagonist mode; Potency, µM (top dose mostly 38.3 µM), inactives show top-dose activity change, negative = inhibition, hits mostly inhibitors; 220,000 tested, 1% active; note: % is set by controls: 0 for no effect and ±100 for the full control effect; nearly all actives have a fitted effect of over 50% in size; many of its hits are not listed in these tables
aGlu spleen mod – inhibits or activates alpha-glucosidase in human spleen homogenate. human spleen homogenate, 4-MU-alpha-glucoside fluorescence. Potency, µM (highest dose often 79.9 µM), inactives show at the top dose activity change, negative = inhibition, actives largely listed as inhibitors. P10253. 240,000 tested, 0.006% active;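 note: 0% = enzyme with vehicle and -100% = no enzyme basal signal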
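Compounds were titrated against alpha-glucosidase in spleen homogenate at pH 5.0, with 1 mM 4-methylumbelliferyl substrate for 40 min at 37 C. Reactions were quenched with pH 10 NaOH/glycine and fluorescence measured.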
GAA inhib – alpha-glucosidase (human) inhibition. P10253. purified human GAA, 4-MU-alpha-glucoside fluorescence. Potency, µM (series often up to 76.9 µM), for inactives: top-dose activity change, negative = inhibition, most hits filed as inhibitors. 200,000 tested, 0.005% active;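 note: plate controls were uninhibited enzyme wells for no effect and no-enzyme background for full effect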
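Endpoint fluorogenic read: 20 min room-temperature reaction of 4 nM human alpha-glucosidase with 400 uM 4-methylumbelliferyl-alpha-D-pyranoside, pH 5.0, quenched with 1M NaOH/1M glycine pH 10. AC50 from Hill modeling.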
The depositor's hits bear a star; ? = inconclusive; . = no result given; [ ] = another dose, or the depositor's remark. Unless noted, calls come from the whole dose curve; as a rule, active = well fitted curve in the direction sought with a large enough effect; inconclusive = small, poorly fitted or top-dose-only effect, or another doubt; inactive = no such curve, though single readings can be large; an effect the other way counts as inactive or inconclusive. Potency is the fitted concentration of half-maximal effect. Only part of the results is shown; rates above refer to the full screens.

SMILES	GAA glycogen	Epigenetic derep	GLA spleen mod	Tau fluor counter	ALDH1A1 block	NPSR antagonist	aGlu spleen mod	GAA inhib
CC1=CC(C)C(C[N+]2(C)CCCCC2)C(C)C1 (configuration not stated)	-5%	0.8%	1%	-10%	5%	-3%	7%	10%
Cc1c(NC(=O)CN2CCCC(C)C2)ccc2nsnc12 (configuration not stated)	5%	2.2%	-8%	-4%	6%	5%	1%	-3%
Cc1c(C(=O)N2c3ccccc3Sc3ccccc32)cccc1[N+](=O)[O-]	-2%	1.0%	-3%	-28%	3%	-55%	-5%	-6%
CCCCNC(=O)CCCCC(=O)N/N=C/c1ccccc1Cl	-3%	0.9%	3%	-7%	17%	15%	-2%	0%
CC(C)C(=O)c1cn(CC(=O)NCC2CCCO2)c2ccccc12 (configuration not stated)	1%	0.2%	-4%	7%	22µM*	-10%[46.1 µM]	0%	-2%
O=C1/C(=C/Nc2cccc([N+](=O)[O-])c2)CCc2ccccc21	-11%	6.7%	2%	?	?	-31%	-6%	6%
CCCCNS(=O)(=O)c1ccc2nc(-c3cccnc3)cc(C(=O)NC3CCCC3)c2c1	-2%	1.8%	-2%	-12%	.	-20%	-5%	.
CCOC(=O)/C(N=Nc1ccc(Cl)cc1)=C(/O)c1ccc([N+](=O)[O-])cc1	-10%	2.9%	5%	-20%	7%	-10%[46.1 µM]	0%	3%
Cc1nnc(NC(=O)CSc2ncc(-c3ccccc3)[nH]2)s1	4%	0.0%	5%	-21%	.	1%	-4%	.
NS(=O)(=O)c1ccc(NC(=O)COC(=O)c2ccc3c(c2)OCCO3)cc1	-1%	-1.4%	7%	-4%	-2%	15%	-14%	5%
O=C(NN=C(Cc1ccccc1)Cc1ccccc1)C1CC1	-3%	-0.1%	1%	-6%	4%	7%	-9%	-2%
CCC(c1nnnn1C(C)(C)C)N1CCN(c2cc(Cl)ccc2C)CC1 (configuration not stated)	0%	-1.0%	4%	-8%	1%	?	-5%	-6%
CC(C)N1C(=S)SC2CS(=O)(=O)C=C21 (configuration not stated)	4%	-1.0%	22%	-12%	2%	-10%[46.1 µM]	-6%	-17%
COC(=O)c1ccccc1NC(=O)Nc1ccc2c(c1)OCO2	-3%	-3.6%	-8%	-7%	7%	-4%[46.1 µM]	-5%	-1%
O=C(O)/C=C/C(=O)N(Cc1ccc2c(c1)OCO2)C1CC(=O)N(CCc2ccccc2)C1=O (configuration not stated)	?	-0.4%	-5%	0%	11%	-1%	-3%	4%
N#Cc1c(/N=C/c2cccs2)sc2c1CCCCC2	?	-1.0%	-10%	-26%	?	-16%[46.1 µM]	0%	-7%
O=C(NNc1c(Cl)cncc1Cl)c1sccc1Cl	?	-0.3%	4%	-10%	6%	-16%	1%	-10%
Cn1c(NCCCO)nc2c1c(=O)n(Cc1ccccc1F)c(=O)n2C	-4%	-13%	4%	9%	1%	-12%[46.1 µM]	-3%	-10%
O=C1CCCC2=C1C(c1ccccc1)CC(=O)N2c1ccccc1 (configuration not stated)	1%	-1.6%	-1%	2%	4%	-3%[46.1 µM]	-4%	9%
O=C(CNC(=O)c1cnccc1C(F)(F)F)c1cccc(Cl)c1	-3%	1.6%	6%	-13%	?	-3%	4%	-5%
CC(O)CNCCNCc1cccs1 (configuration not stated)	-4%	-0.4%	3%	2%	15%	12%	0%	-2%
CCOc1cc(C(=O)NC(=S)Nc2cccnc2)cc(OCC)c1OCC	-2%	0.0%	-1%	-21%	?	-8%	5%	4%
O=c1c2ccccc2nnn1CSc1ccc2ccccc2n1	6%	0.0%	-5%	-4%	2%	1%	-5%	-2%
Clc1cccc(-c2nn3c(Cn4cnc5ccccc54)nnc3s2)c1	2%	1.0%	3%	-2%	10µM*	-26%[46.1 µM]	2%	0%
CNC(=O)Nc1cccc(NC(=O)NC)n1	-3%	0.6%	-11%	3%	-2%	-14%[46.1 µM]	0%	3%

Ordered by number of heavy atoms (highest first): 9 of the compounds above.
SMILES	GAA glycogen	Epigenetic derep	GLA spleen mod	Tau fluor counter	ALDH1A1 block	NPSR antagonist	aGlu spleen mod	GAA inhib
CCOc1cc(C(=O)NC(=S)Nc2cccnc2)cc(OCC)c1OCC	-2%	0.0%	-1%	-21%	?	-8%	5%	4%
Cc1c(C(=O)N2c3ccccc3Sc3ccccc32)cccc1[N+](=O)[O-]	-2%	1.0%	-3%	-28%	3%	-55%	-5%	-6%
CC(C)C(=O)c1cn(CC(=O)NCC2CCCO2)c2ccccc12 (configuration not stated)	1%	0.2%	-4%	7%	22µM*	-10%[46.1 µM]	0%	-2%
O=C(CNC(=O)c1cnccc1C(F)(F)F)c1cccc(Cl)c1	-3%	1.6%	6%	-13%	?	-3%	4%	-5%
Cc1nnc(NC(=O)CSc2ncc(-c3ccccc3)[nH]2)s1	4%	0.0%	5%	-21%	.	1%	-4%	.
Cc1c(NC(=O)CN2CCCC(C)C2)ccc2nsnc12 (configuration not stated)	5%	2.2%	-8%	-4%	6%	5%	1%	-3%
N#Cc1c(/N=C/c2cccs2)sc2c1CCCCC2	?	-1.0%	-10%	-26%	?	-16%[46.1 µM]	0%	-7%
O=C(NNc1c(Cl)cncc1Cl)c1sccc1Cl	?	-0.3%	4%	-10%	6%	-16%	1%	-10%
CC(O)CNCCNCc1cccs1 (configuration not stated)	-4%	-0.4%	3%	2%	15%	12%	0%	-2%

(cont.)
SMILES	GAA glycogen	Epigenetic derep	GLA spleen mod	Tau fluor counter	ALDH1A1 block	NPSR antagonist	aGlu spleen mod	GAA inhib
CCn1nnnc1SCC(=O)c1ccc(NC(C)=O)cc1	-4%	-0.7%	5%	1%	?	?	-2%	-4%
O=C1N(c2cccc(Cl)c2)C(c2ccccc2)N2CCCN12 (configuration not stated)	-8%	0.0%	-13%	-8%	3%	7%	-11%	-2%
CCN(CC)S(=O)(=O)c1cccc(C(=O)N/N=C(\C)c2ccc(O)cc2O)c1	11%	-3.4%	-18%	-16%	?	-14%	-6%	5%
O=C(CSc1nnc(Cc2ccccc2)n1C1CCCCC1)N1CCOCC1	3%	0.9%	0%	-2%	-6%	-11%[46.1 µM]	-12%	1%
C=CCSc1n[nH]c2nc3c(c(=O)n12)C1(CCCC1)Cc1ccccc1-3	0%	0.0%	9%	-11%	?	-1%[46.1 µM]	4%	?
C=CCn1c(SCc2nc3ccccc3nc2C)nnc1-c1ccoc1C	-1%	2.4%	-4%	4%	1.6µM*	?	-1%	4%
O=C(NC(=S)N1CCN(c2ccc([N+](=O)[O-])cc2)CC1)c1ccc(F)cc1	11%	0.0%	0%	-22%	7.1µM*	-23%	1%	10%
CCOC(=O)c1ccc(NC(=O)N2CCN(c3ccccc3OC)CC2)cc1	0%	-3.9%	1%	-7%	-5%	-9%	0%	7%
C[C@@H]1/C=C\CC(=O)OC[C@H]2O[C@@H](C=C[C@@H]2O)[C@H](C)/C=C\CC(=O)OC[C@H]2O[C@H]1C=C[C@@H]2O	.	0.0%[10.1 µM]	-10%[17.5 µM]	-4%[11.6 µM]	-3%[13.5 µM]	.	2%[17.4 µM]	.
COc1cc(C=O)c(Br)cc1OCC(=O)NCCc1ccccc1	3%	0.1%	8%	-3%	-6%	-13%	6%	-2%
COc1ccc(CNCCNC(=O)c2cccs2)cc1OC	2%	-0.4%	1%	-3%	-7%	9%	4%	?
CC(C)N(C)C1CCN(C(=O)Nc2ccc(Cl)c(Cl)c2)CC1	1%	1.8%	-10%	-3%	9%	6%[46.1 µM]	-7%	-1%
CCC1=Nc2ccccc2-c2nnc(SC)nc2O1	4%	0.0%	9%	-3%	5%	15%[46.1 µM]	2%	?
CCOC(=O)c1ccccc1NC(=O)CSc1nc2ccccc2o1	-14%	-2.8%	3%	-9%	?	-27%[46.1 µM]	-11%	?
[N-]=[N+]=Nc1ccc(C(=O)CSC[C@H](NC(=O)CC[C@H](N)C(=O)O)C(=O)NCC(=O)O)cc1	.	-1.2%	11%	3%	7%	6%[46.1 µM]	10%	.
C=CCc1cc(Cl)ccc1OC(=O)Nc1cccc(Cl)c1	3%	0.1%	-4%	?	.	22%	1%	.
CSc1n[nH]c(=O)n1-c1cccc(Cl)c1	-2%	-0.4%	6%	-12%	.	2%[7.67 µM]	3%	.
Cc1cccc(OCC(=O)Nc2cc(C)on2)c1	-9%	-2.0%	-1%	-2%	-3%	-5%[46.1 µM]	-6%	-1%
Cc1ccsc1-c1nc(CSCC(=O)N2CCN(c3ccccc3)CC2)c(C)o1	16%	?	2%	-9%	?	?	5%	-15%
Cn1c(C(=O)Nc2ccccc2)cc2sccc21	-1%	-1.1%	8%	-12%	3%	22%[46.1 µM]	7%	.
C=C(C)c1cccc(C(C)(C)NC(=O)NCc2cccnc2)c1	-2%	-1.4%	10%	-1%	0%	-19%	3%	13%
O=C(CSc1ccccc1)Nc1ccc(N2CCOCC2)cc1	16%	0.1%	1%	-29%	?	-2%[46.1 µM]	-3%	-6%
CCOc1ccc(NC(=O)/C(=C\c2ccc(OC(C)=O)c(OC)c2)NC(C)=O)cc1	11%	1.5%	3%	11%	10µM*	11%	-5%	-4%
O=c1c2[nH]c3ccc(F)cc3c2nc2n1CCS2	-2%	-0.3%	1%	5%	?	13%	1%	-28%
O=C(c1nnc(-c2ccncc2)o1)c1ccccc1Cl	5%	0.8%	1%	-1%	-4%	-7%[46.1 µM]	-1%	-5%
O=C(NCc1cccnc1)c1cccc(NC(=O)c2ccco2)c1	5%	-1.0%	-11%	-2%	-11%	-4%[46.1 µM]	-6%	1%
Cc1nc(C)c(-c2ccnc(/N=C/NO)n2)s1	7%	0.1%	-5%	4%	.	3%	1%	.
COc1ccccc1NC(=O)/C=C1\NC(=O)CS1	-1%	-4.0%	2%	6%	10%	13%	3%	-11%
O=C1c2ccccc2C(=O)N1CNc1ccccc1	3%	3.2%	8%	0%	0%	-8%[46.1 µM]	-3%	-8%
O=C(O)CCC(=O)Nc1ccc(Br)cn1	16%	-1.5%	-8%	-7%	3%	10%[46.1 µM]	0%	-3%
